# MT1-MMP act inh: inhibitors of human MT1-MMP activation. P50281. HT1080 RFP-PRO-GFP cells, GFP/RFP ratio fluorescence, overnight; percent of plate control window, DMSO zero. GFP/RFP ratio change, % at 20 µM. hit rate 0.061% among 360,000;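 active means GFP/RFP ratio change of at least 30% with cell ATP level not reduced by more than half and red fluorescence within 50% of control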; further: strong numbers were not always called active
#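 Material: RFP-PRO-GFP reporter HT1080 cells. Dosing: single-point 20 µM compound, 1% DMSO. Controls: DMSO and RFP-L50D-GFP cell wells. Timing: cells overnight before dosing, compound overnight, 37 °C, 5% CO2. Measure: GFP/RFP fluorescence ratio.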
# MsrA act: activates bovine MsrA enzyme | purified bovine MsrA, absorbance read-out | activation, % at 10.6 µM | hit rate 0.3% among 360,000 | AID 602163; in the data active means activation above about 7.5%;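 further: 0% = vehicle and 100% = reference activator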
# CSN inh: CSN deneddylation inhibition. AID 651999. inhibition, % at 12.5 µM. Purified CSN, SCF-Nedd8-OG deneddylation, fluorescence polarization. hit rate 0.38% among 360,000. Q92905;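 active means pattern-corrected inhibition above about 35%, with an unprinted fluorescence ratio check between 0.5 and 1.5, limit read from the data, passing the limit was not always enough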;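 further: 0% = enzyme with substrate and 100% = substrate without enzyme; some results filed as inactive read as strong as hits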
# Target sequence (Q92905 whole entry, looked up, one chain of several): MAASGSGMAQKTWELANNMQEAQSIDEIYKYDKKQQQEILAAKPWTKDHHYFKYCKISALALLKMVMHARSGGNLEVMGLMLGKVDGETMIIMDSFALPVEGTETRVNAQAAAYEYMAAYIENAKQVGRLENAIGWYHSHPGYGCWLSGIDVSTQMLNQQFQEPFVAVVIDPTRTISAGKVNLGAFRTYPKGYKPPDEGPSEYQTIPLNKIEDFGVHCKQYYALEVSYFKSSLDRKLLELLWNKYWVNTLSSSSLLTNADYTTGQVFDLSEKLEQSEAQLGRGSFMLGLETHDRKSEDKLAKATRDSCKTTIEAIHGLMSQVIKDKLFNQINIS
#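 Test system: Human Csn5 produced in HEK293T cells | Compound: 12.5 µM single point | Times: 90 min, room temperature | Signal: Fluorescence polarization readout | Read-out basis: % inhibition of substrate cleavage by Csn5 | Controls: no-enzyme wells high, enzyme-with-substrate wells low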
# PABP1 MLLE inh: blocks PAM2 peptide binding to the PABP1 MLLE domain | P11940 | GST-MLLE / FITC-PAM2 fluorescence polarization | inhibition, % at 20 µM | hit rate 0.36% among 360,000; in the data active means inhibition above about 35%, passing the limit was not always enough;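 further: plate controls were DMSO wells with GST-MLLE for no effect and wells lacking GST-MLLE protein for full effect; some results filed as inactive read as strong as hits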
# Rpn11 block: Rpn11 (human) deubiquitinase inhibition | human 26S proteasome, Ub4-pepOG fluorescence polarization; 20S core pre-blocked with epoxomicin | calls only at 20 µM | hit rate 0.59% among 360,000;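 active means inhibition at 20 µM, scaled to each plate's controls, above about 33%, limit read from the data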
# Target sequence (O00487 whole entry, looked up): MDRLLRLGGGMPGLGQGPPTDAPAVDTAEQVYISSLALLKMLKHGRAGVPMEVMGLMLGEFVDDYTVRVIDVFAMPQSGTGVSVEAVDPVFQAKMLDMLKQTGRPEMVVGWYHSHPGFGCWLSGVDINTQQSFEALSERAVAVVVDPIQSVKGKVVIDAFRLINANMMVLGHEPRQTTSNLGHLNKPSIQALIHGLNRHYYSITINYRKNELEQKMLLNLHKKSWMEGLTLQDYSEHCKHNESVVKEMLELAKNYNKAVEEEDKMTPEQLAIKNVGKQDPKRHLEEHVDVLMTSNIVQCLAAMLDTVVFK
# E coli Lon inh: E. coli protease La inhibition. purified E. coli Lon protease, fluorescence polarization. inhibition, % at 7.94 µM. hit rate 0.42% among 360,000; in the data active means inhibition above about 13%, passing the limit was not always enough;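 further: 0% = enzyme with probe and DMSO and 100% = no enzyme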
# MsrA inh: inhibits bovine methionine sulfoxide reductase A; purified bovine MsrA, absorbance read-out; inhibition, % at 15.5 µM; hit rate 0.75% among 360,000; in the data active means inhibition above about 4.5%;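 further: 0% = vehicle wells with enzyme and 100% = reference inhibitor wells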
# FAS TE block: FAS thioesterase (human) inhibition. AID 602261. P49327. recombinant FAS-TE, OMFH fluorogenic substrate, fluorescence endpoint. hit rate 0.67% among 360,000. inhibition, % at 15 µM;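 active means compounds whose normalised, plate-corrected inhibition of enzyme fluorescence in the single-dose primary screen is 50% or more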;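 further: 0% = DMSO with enzyme and 100% = substrate without enzyme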
# Rin1-Abl PPI inh: human Rin1-Abl interaction inhibition. AID 588664. hit rate 0.4% among 360,000. P00519+Q13671. TR-FRET Rin1/Abl binding, biochemical. inhibition, % at 7.35 µM; in the data active means inhibition above about 5%, passing the limit was not always enough
# * marks the source's active call; other numbers are inactive results; i = inactive.
molecule,MT1-MMP act inh,MsrA act,CSN inh,PABP1 MLLE inh,Rpn11 block,E coli Lon inh,MsrA inh,FAS TE block,Rin1-Abl PPI inh
CCCn1nc(C(=O)NNC(=O)CCOc2ccccc2OCC)c2ccccc2c1=O,0,-1,-4,-9,i,2,0.1,-2,0
O=C(CCc1c[nH]c2ccccc12)N[C@@H](Cc1c[nH]c2ccc(O)cc12)C(=O)O,1,-5,-2,1,i,-6,0.3,-2,1
COC(=O)C1=C(N)Oc2cc(C)n(Cc3cccnc3)c(=O)c2C1c1ccccc1OC (configuration not stated),-1,0,-5,-1,i,-12,-0.4,-10,0
Cn1c(Cn2c(=O)sc3ccccc32)nnc1SCC(=O)NCc1ccccc1,3,-1,-7,4,i,-4,0.6,1,-1
Cc1ccc(-n2ncc3c(=O)n(Cc4ccccn4)cnc32)cc1C,0,0,-2,-6,i,-4,0.8,-4,-1
Cc1nn(-c2ccccc2)c(C)c1C(=O)OC(C)C(=O)NC1CCCCC1 (configuration not stated),16,-2,4,-3,i,-4,1.1,-1,-1
COc1ccc(CC(=O)NNC(=O)CCc2ccccc2)cc1,1,-3,-1,1,i,11,1.1,0,-1
COC(=O)C1C(=O)C2=C(CC1C)NC(=O)CC2c1ccc(O)c(OC)c1 (configuration not stated),0,-9,1,-7,i,-9,0.2,-4,4
Cc1ccccc1CSCCNC(=O)CN(c1ccc2c(c1)OCO2)S(C)(=O)=O,4,-2,0,7,i,-3,-0.8,5,-4
Cc1nn(-c2ccccc2)cc1/C=N/NC(=O)c1cccs1,6,-2,2,9,i,3,0.7,1,0
C#CCN1C(=O)C(O)(CC(=O)c2ccc(OC)c(OC)c2)c2ccccc21 (configuration not stated),-5,6,-6,4,i,-4,2.0,-9,0
O=C(NCC1CCCO1)c1coc2nc3ccccc3nc12 (configuration not stated),-2,3,1,-4,i,-8,3.3,-8,0
COc1ccc(-n2nc3c(c2NC(=O)C2CC2)CS(=O)C3)cc1 (configuration not stated),1,-11,3,-4,i,-1,0.3,-16,5
O=C(CNc1ccccc1Cl)Nc1cc(S(=O)(=O)N2CCOCC2)ccc1Cl,3,-2,3,0,i,12,-0.1,11,-2
COn1c2c(c3c4no[n+]([O-])c4ccc31)CCCC2,-4,-4,2,0,i,-3,-0.7,2,0
CCC(=O)Nc1ccc(NC(=O)c2c(C)nc3ccccn23)cc1,1,-3,3,0,i,6,1.4,-4,-2
COc1ccc(C2NC(=O)NC(O)(C(F)(F)F)C2C(=O)c2ccccc2)cc1OC (configuration not stated),5,0,0,-1,i,-8,0.1,0,4
O=C(CSc1nc2ccccc2c(=O)n1C1CC1)NCc1ccccc1,4,-1,-1,6,i,7,2.1,-2,2
COc1ccc(NS(=O)(=O)c2cc(C)ccc2C)cc1,-2,-1,4,5,i,-1,-0.7,1,-2
CNC(=O)NC(=O)C(OC(=O)c1cccc(S(=O)(=O)N2CCCCC2)c1)c1ccccc1 (configuration not stated),4,0,-1,-9,i,-1,0.3,6,-4
C[C@H](NC(=O)c1ccccc1Cl)C(=O)OCc1cn2cc(Cl)ccc2n1,-10,-2,-8,-17,i,-10,-1.1,1,0
O=C(COC(=O)c1ccc([N+](=O)[O-])o1)NCc1ccc2c(c1)OCO2,-5,2,1,6,i,-2,1.0,-8,1
CCCS(=O)(=O)NC(=O)C1(C)CCCN(C(=O)c2cc(F)cc(F)c2)C1 (configuration not stated),0,-1,3,13,i,-5,-0.6,-9,0
COc1ccccc1CNC(=O)CN1C(=O)NC2(CCOc3ccccc32)C1=O (configuration not stated),3,-2,-10,-3,i,-2,-0.9,-4,4
COc1ccc(S(=O)(=O)N2CCCC(C(=O)N3CCN(c4ccccc4)CC3)C2)cc1Cl (configuration not stated),-2,-4,4,3,i,-6,-0.9,21,0
O=C(COC(=O)CNC(=O)c1ccccc1)NCCNC(=O)COC(=O)CNC(=O)c1ccccc1,2,-2,-1,-10,i,-1,0.3,-7,4
O=[N+]([O-])c1ccc(CN2CC(N3CCCC3)CS2(=O)=O)cc1 (configuration not stated),5,-2,-1,5,i,1,-1.3,-6,-2
COc1ccc(N(CC(=O)Nc2cccnc2)S(=O)(=O)c2ccc(C)cc2)cc1Cl,-1,-1,-4,-9,i,-3,-0.3,6,0
Cc1noc(C)c1NC(=O)Nc1ccc2c(c1)C(=O)N([C@H](C)CO)C[C@H](C)[C@@H](CN(C)S(=O)(=O)c1ccc(Cl)cc1)OCCCC[C@@H](C)O2,3,-4,2,1,i,4,0.2,2,1
O=P(O)(CCc1ccncc1)CN1CCCCC1,2,-11,-1,5,i,1,-0.5,-9,5

# Record cards, as listed above. Values in the order: MT1-MMP act inh, MsrA act, CSN inh, PABP1 MLLE inh, Rpn11 block, E coli Lon inh, MsrA inh, FAS TE block, Rin1-Abl PPI inh
# `O=[N+]([O-])c1ccc(CN2CC(N3CCCC3)CS2(=O)=O)cc1` (configuration not stated) is entered as 5, -2, -1, 5, i, 1, -1.3, -6, -2
# `Cc1ccccc1CSCCNC(=O)CN(c1ccc2c(c1)OCO2)S(C)(=O)=O` is entered as 4, -2, 0, 7, i, -3, -0.8, 5, -4

# Back to the main list, starting three compounds before the break.
molecule,MT1-MMP act inh,MsrA act,CSN inh,PABP1 MLLE inh,Rpn11 block,E coli Lon inh,MsrA inh,FAS TE block,Rin1-Abl PPI inh
COc1ccc(N(CC(=O)Nc2cccnc2)S(=O)(=O)c2ccc(C)cc2)cc1Cl,-1,-1,-4,-9,i,-3,-0.3,6,0
Cc1noc(C)c1NC(=O)Nc1ccc2c(c1)C(=O)N([C@H](C)CO)C[C@H](C)[C@@H](CN(C)S(=O)(=O)c1ccc(Cl)cc1)OCCCC[C@@H](C)O2,3,-4,2,1,i,4,0.2,2,1
O=P(O)(CCc1ccncc1)CN1CCCCC1,2,-11,-1,5,i,1,-0.5,-9,5
COc1cccc(-n2c(N)c(-c3nc4ccccc4[nH]3)sc2=S)c1,1,-6,-8,12,i,-6,0.0,2,-1
CCSc1nnc(NC(=O)NC(CC)(C(F)(F)F)C(F)(F)F)s1,-10,1,2,-12,i,1,0.3,-2,1
Cc1cc(Br)c2c(c1)C1(OCCO1)C(=O)N2,2,-2,1,-5,i,-11,-0.5,-11,-2
CCN1CCN(C(=O)c2ccc3c(Cl)c4c(nc3c2)CCCC4)CC1,1,-2,2,0,i,-3,-0.1,9,1
Cc1c(C(=O)Nc2ccccc2)cn2c(nc3ccccc32)c1C#N,-1,-8,-6,-17,i,2,0.5,-8,-1
CCOc1cc(C)nc(N2CCC(C(=O)NC3CC3)CC2)n1,3,-6,-2,0,i,4,-0.1,-1,2
Cc1ccc(S(=O)(=O)/N=C2/C=C(C3C(=O)CC(C)(C)CC3=O)C(=O)c3ccccc32)cc1,-9,-6,4,44*,i,-5,1.4,0,1
CCOC(=O)C1(Cc2ccc(OC)cc2)CCN(C(=O)C2=CCCC2)CC1,-1,1,7,-2,i,5,-0.8,0,0
[O-][n+]1onc2c3ccnnc3ccc21,0,-3,0,11,i,-2,0.1,15,-3
c1ccc2c(-c3ccc4nncn4c3)cncc2c1,-12,-1,4,11,i,-7,-0.2,-4,-2
Cc1cc(NC(=O)C2CCN(C(=O)c3ccco3)CC2)ccc1Br,2,-3,-8,-3,i,-8,-0.3,1,1
O=C1C=C(O)C(n2cncn2)C(c2ccc3c(c2)OCO3)C1 (configuration not stated),-2,-5,-1,4,i,-11,-0.3,-1,-2
COc1ccc(C)cc1-n1nnnc1SCc1cn2ccsc2n1,2,1,2,-14,i,1,0.2,-6,1
C=CCN(CC=C)C(=O)CN1C(=O)NC(Cc2c[nH]c3ccccc23)C1=O (configuration not stated),4,-4,0,10,i,2,-1.0,-2,1
CC(=O)Nc1ccc(C(=O)COC(=O)C2CC2)c(F)c1,1,-13,-7,14,i,1,-0.2,-9,1
COC(=O)c1cc(=O)nc(NNC(C)=O)s1,2,-11,-3,15,i,-1,3.9,-6,2
Cc1cccc(Cc2ncc(C(F)(F)F)cc2Cl)c1,4,-3,0,-4,i,-12,-0.2,5,1
COc1ccccc1Nc1c2c(nc3ccc(N)cc13)CCCC2,6,-4,1,11,i,0,-0.1,-22,-4
COC(=O)c1sccc1NC(=O)c1ccoc1C,1,-4,3,1,i,-9,0.2,-1,-9
CSc1oc(-c2ccc(F)cc2)nc1S(=O)(=O)c1ccccc1,-5,-1,-1,-103,i,-6,-0.5,33,-4
Cc1c(NC(=O)c2ccc(C(C)(C)C)cc2)cccc1[N+](=O)[O-],4,11*,-2,-3,i,-3,1.5,32,4
Cc1ccc(C)c(NC(=S)/C(=C(\[O-])c2ccc(Cl)s2)[n+]2ccccc2)c1,-6,-2,14,3,i,-2,1.9,-14,1
CS(=O)(=O)N1CCc2cc(C(=O)Nc3ccc(COCC(F)(F)F)cc3)ccc21,5,2,4,-1,i,-2,0.0,3,-1
Cc1ccc(C(=O)Nc2cnc3ccccn3c2=O)cc1,10,-7,3,1,i,-13,4.2,-5,-3
CCOC(=O)c1c(NC(=O)/C=C/c2ccc3c(c2)OCO3)sc(C)c1CC,-1,-2,0,15,i,3,-2.0,18,0
CC(Oc1ccccc1)C(=O)Nc1cccc(F)c1 (configuration not stated),-1,-7,3,2,i,-6,1.3,-1,-1
CCc1c(C2(O)CCCCC2)[nH]c2c(C(=O)OC)cc(Cl)cc12,-2,-2,-3,7,i,-7,-0.6,31,2
OC(c1ccc(Cl)c(F)c1)c1ncc(-c2ccc(Cl)cc2)[nH]1 (configuration not stated),4,0,0,-11,i,2,-1.3,28,-3
O=[N+]([O-])c1cccc(S(=O)(=O)N2CCN(S(=O)(=O)N3CCCCCC3)CC2)c1,0,-4,4,-12,i,-4,-1.9,-9,0
Cc1ccccc1C(OCCN(C)C)C1CCCCC1 (configuration not stated),-12,-1,-3,7,i,-7,0.3,-10,3
COc1ccc(-n2cnc(=S)[nH]c2=S)cc1,10,1,0,28,i,-5,0.3,0,0
CC(C)Oc1ccc(S(=O)(=O)N2CCOCC2)cc1NC(=O)C1COc2ccccc2O1 (configuration not stated),-2,-1,-1,6,i,7,0.1,32,0
CN(CC(=O)NCCc1ccc(Cl)cc1)S(=O)(=O)c1cccs1,-2,-3,6,2,i,-3,-0.2,2,1
COc1ccc(C2C(C(=O)c3ccco3)=C(O)C(=O)N2CCOCCO)cc1OC (configuration not stated),1,-13,3,-6,i,-4,1.8,-3,-1
N#CCC(=O)NNC(=S)NC(=O)C(c1ccccc1)c1ccccc1,7,3,-4,30,i,1,1.0,-2,2
NC(=O)CN1CCN(C2CC(=O)N(CCc3ccccc3)C2=O)CC1 (configuration not stated),7,-8,-1,-3,i,-3,0.0,-8,3
CC12CC(=O)C3C(CCC4=CC(=O)CCC43C)C1CC=C2CC(=O)O (configuration not stated),2,-3,-2,-8,i,5,0.5,-4,5
Cc1ccccc1NC(=O)C(=O)NC(C)CCc1ccccc1 (configuration not stated),-4,-3,-15,3,i,-15,2.5,4,1
CCc1ccc(Nc2cc(C)nc3ncnn23)cc1,-2,-10,1,-7,i,3,1.6,-4,-2
CCCOc1ccc(/C=C/C(=O)N2CCOCC2)cc1,-2,-3,2,15,i,-1,1.2,-3,0
CCc1nc2ccc(C(=O)NCCCN3CCCC3=O)cn2c1N(CC)CCN(C)C,-7,-8,1,-3,i,2,1.1,-9,-5
